Assay outcomes deposited in PubChem by Broad Institute.
EWS-Fli block: EWS/Fli-driven NR0B1 reporter inhibitors, primary screen, A673 cells, NR0B1 luciferase, luminescence, MLPCN library; viability-normalised; inhibition, % at 12.6 µM; 350,000 tested, 0.67% active; AID 651661, 2012;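 active = mean inhibition of at least 50% after viability correction, with every replicate also passing that limit; inconclusive = mean reaches 50% but only one of two replicates passes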;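 note: firefly luciferase signal divided by Alamar Blue viability fluorescence both relative to DMSO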
LGR2 inh: inhibitors of bursicon-induced LGR2 CRE-luciferase signal, primary screen, cell-based, HEK293, CRE-luciferase reporter, bursicon stimulation. 380,000 tested, 0.35% active. bursicon-stimulated, 4 h. inhibition, % at 9.99 µM. Drosophila bursicon receptor LGR2 (rickets);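 active = drop in luminescence signal, shown as inhibition above about 50% in the replicate tests, limit read from the data, passing the limit was not always enough; inconclusive = probably only some replicates passing the limit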;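 note: agonist challenge used bursicon conditioned medium at about half maximal strength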
S100A4 inh HTS: inhibitors of S100A4-myosin IIA peptide binding, primary screen, biochemical, fluorescence polarization, TAMRA-MyoIIA peptide; Protein S100-A4 (Homo sapiens), P26447; inhibition, % at 10.7 µM; 360,000 tested, 0.14% active; AID 652163, 2013;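 active = mean inhibition of at least 70% across replicates, with every replicate also reaching that level; inconclusive = mean inhibition reaches 70% but some replicates fall short; inactive = mean inhibition below 70%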
Target sequence (P26447 whole entry, looked up): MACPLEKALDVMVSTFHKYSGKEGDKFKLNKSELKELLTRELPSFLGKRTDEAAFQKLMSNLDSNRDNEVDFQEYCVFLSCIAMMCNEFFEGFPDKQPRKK
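Assay system: human S100A4 monomer with TAMRA-labelled myosin IIA peptide / Buffer or medium: Calcium-containing HEPES buffer, pH 7.2 / Reagent: TAMRA-labelled myosin IIA heavy-chain peptide probe, 5 nM / Compound: one dose per compound / Timing: polarization read 5 min after assay mix addition, stable 5–60 min / Benchmarks: neutral control DMSO, positive control TFP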
PGC1a acetyl inh: inhibitors of PGC1a acetylation signal, primary screen, cell-based, U2OS, AlphaScreen, inhibitor mode. AlphaScreen anti-acetyl-lysine; with virally co-expressed GCN5 acetyltransferase. inhibition, % at 15.6 µM. 350,000 tested, 0.17% active. AID 651687, 2012;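 active = every replicate shows inhibition of at least 40%; inconclusive = mean inhibition at least 40% but some replicate below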;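 note: 0% = neutral control wells and 100% = positive control wells; some results beyond the cut were filed as inactive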
ERAP1 inh: human ERAP1 aminopeptidase inhibitors, primary screen, biochemical, single point, plate reader. Endoplasmic reticulum aminopeptidase 1 (Homo sapiens), Q9NZ08. recombinant ERAP1, Leu-AMC fluorescence, 60 min. inhibition, % at 10.7 µM. 340,000 tested, 0.15% active;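 active = mean replicate inhibition of at least 30%, or all replicates individually reaching that 30% level; inactive = mean below 30% and not every replicate reaching it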;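 note: 0% = neutral control wells and 100% = L-leucinethiol positive control wells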
Target sequence (Q9NZ08 whole entry, looked up): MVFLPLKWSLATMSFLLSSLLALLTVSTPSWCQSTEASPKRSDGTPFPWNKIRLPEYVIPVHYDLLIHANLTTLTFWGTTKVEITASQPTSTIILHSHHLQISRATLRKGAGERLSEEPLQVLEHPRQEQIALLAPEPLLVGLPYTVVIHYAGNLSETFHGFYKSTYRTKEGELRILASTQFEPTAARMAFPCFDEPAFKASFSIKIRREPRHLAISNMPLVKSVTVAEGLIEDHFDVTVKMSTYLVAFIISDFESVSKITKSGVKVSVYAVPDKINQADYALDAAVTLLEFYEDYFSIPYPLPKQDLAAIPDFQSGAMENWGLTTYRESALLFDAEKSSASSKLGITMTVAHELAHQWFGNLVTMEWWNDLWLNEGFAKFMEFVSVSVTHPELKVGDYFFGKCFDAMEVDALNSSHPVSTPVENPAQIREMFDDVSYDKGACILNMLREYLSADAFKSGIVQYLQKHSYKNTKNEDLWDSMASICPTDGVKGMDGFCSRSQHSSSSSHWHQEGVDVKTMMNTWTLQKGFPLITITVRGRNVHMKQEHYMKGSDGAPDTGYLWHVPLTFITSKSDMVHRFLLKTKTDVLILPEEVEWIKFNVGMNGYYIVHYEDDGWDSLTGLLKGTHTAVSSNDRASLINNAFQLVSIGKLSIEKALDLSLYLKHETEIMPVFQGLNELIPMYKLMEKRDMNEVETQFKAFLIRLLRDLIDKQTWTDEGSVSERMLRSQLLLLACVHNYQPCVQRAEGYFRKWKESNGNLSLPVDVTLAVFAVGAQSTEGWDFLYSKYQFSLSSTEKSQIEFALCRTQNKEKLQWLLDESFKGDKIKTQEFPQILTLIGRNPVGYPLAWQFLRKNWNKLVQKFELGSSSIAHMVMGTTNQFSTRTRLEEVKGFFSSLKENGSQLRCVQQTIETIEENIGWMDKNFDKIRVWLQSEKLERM
PglD DTNB: C. jejuni PglD acetyltransferase inhibitors, primary screen, biochemical, DTNB colorimetric, single point | UDP-N-acetylbacillosamine N-acetyltransferase PglD (Campylobacter jejuni) | purified PglD enzyme, DTNB colorimetric CoA detection | inhibition, % at 12.5 µM | 360,000 tested, 0.098% active | AID 602405, 2012; in the data active = inhibition above about 16%, passing the limit was not always enough; inconclusive = no clear call, values can overlap the other calls; note: strong numbers were not always called active
FN deposition inh: inhibitors of fibronectin matrix deposition, primary screen, AH1F cells, Alexa488-fibronectin fluorescence, plate reader; AH1F fibroblasts, overnight; inhibition, % at 12.6 µM; 350,000 tested, 0.086% active;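 active = mean inhibition across replicates of 30% or more, regardless of how many single replicates reach that level; inconclusive = mean under 30% yet at least half of replicates reach 30%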;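 note: positive control wells lacked labelled fibronectin entirely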
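Material: AH1F fibroblasts assembling fluorescent fibronectin matrix; amount: 10000 AH1F cells/well; medium: DMEM, 2% serum; reagent: Alexa488-fibronectin, 24 nM final in well; dosing: single compound dose, delivered by pin transfer; incubation: 1 h adhesion, overnight exposure; detection: fluorescence after three HBSS washes, excitation 485 nm, emission 525 nm; measure: fibronectin deposition inhibition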
PAX8 inh HTS: inhibitors of PAX8-driven TPO luciferase reporter, primary screen, RMG-I cells, single concentration | SteadyGlo, 24 h | inhibition, % at 12.6 µM | 360,000 tested, 1.2% active | AID 652154, 2013;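 active = mean replicate inhibition at least 60% with every replicate also reaching 60%; inconclusive = only one of the two criteria is met; inactive = mean below 60% and not all replicates reaching 60%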;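 note: luciferase light reporting Pax8 driven TPO promoter activity; plate controls were median of neutral control wells for no effect and mitoxantrone controls for full effect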
* marks the source's active call; other numbers are inactive results; ? = inconclusive; . = no result given; & = joins results of further samples.

Start of the data: the first 10 compounds (preview)
SMILES	EWS-Fli block	LGR2 inh	S100A4 inh HTS	PGC1a acetyl inh	ERAP1 inh	PglD DTNB	FN deposition inh	PAX8 inh HTS
Cn1c(=O)[nH]c(=O)c2c1nc(Br)n2CC(O)COc1ccccc1 (centres undefined)	-11	19	-1	6	0	-1	.	.
CS(=O)(=O)c1ccc(C(=O)OC2CCOC2=O)cc1[N+](=O)[O-] (centres undefined)	8	-5	3	-1	0	0	2	-5
COc1cccc(N2CCN(C(=O)c3ccc4ccccc4c3)CC2)c1	-25	-11	-5	.	-1	8	6	-11
Cc1cccc(-c2ccc([C@@H]3[C@H]4CN(C(=O)NC(C)C)CCCCN4[C@H]3CO)cc2)c1	8	-9	.	-5	.	-3	.	-7
C[C@H]1CN([C@@H](C)CO)C(=O)c2cc(NC(=O)Nc3ccc(C(F)(F)F)cc3)ccc2O[C@H]1CN(C)C(=O)Nc1ccc2c(c1)OCO2	0	6	1	0	-1	-5	.	.
CCCC(=O)Nc1ccc2c(c1)C(=O)N(C)C[C@@H](OC)[C@@H](C)CN(C(=O)C1CCCC1)[C@H](C)CO2	-4	23	-32	8	5	-6	2	3
COc1ccc2c3c([nH]c2c1)[C@H](CO)N(Cc1ccccc1F)CC31CCN(C(=O)C2CCCC2)CC1	14	-12	2	.	-1	.	.	-5
CN(C)C(=O)[C@@H]1[C@@H](CO)[C@@H]2Cn3c(ccc(-c4ccccc4F)c3=O)[C@H]1N2C(=O)c1ccncc1	-7	2	12	.	2	1	.	3
C[C@@H]1CN([C@H](C)CO)C(=O)Cc2cc(NC(=O)Cc3cn(C)c4ccccc34)ccc2O[C@@H]1CN(C)S(=O)(=O)c1ccc(F)cc1	-5	0	-20	-6	6	0	.	-13
COc1ccc(NC(=O)c2cc(-c3ccc(F)cc3OC(C)C)n[nH]2)c(OC)c1	-1	-4	1	-9	-1	-8	-6	11

The whole of this part, from the start:
SMILES	EWS-Fli block	LGR2 inh	S100A4 inh HTS	PGC1a acetyl inh	ERAP1 inh	PglD DTNB	FN deposition inh	PAX8 inh HTS
Cn1c(=O)[nH]c(=O)c2c1nc(Br)n2CC(O)COc1ccccc1 (centres undefined)	-11	19	-1	6	0	-1	.	.
CS(=O)(=O)c1ccc(C(=O)OC2CCOC2=O)cc1[N+](=O)[O-] (centres undefined)	8	-5	3	-1	0	0	2	-5
COc1cccc(N2CCN(C(=O)c3ccc4ccccc4c3)CC2)c1	-25	-11	-5	.	-1	8	6	-11
Cc1cccc(-c2ccc([C@@H]3[C@H]4CN(C(=O)NC(C)C)CCCCN4[C@H]3CO)cc2)c1	8	-9	.	-5	.	-3	.	-7
C[C@H]1CN([C@@H](C)CO)C(=O)c2cc(NC(=O)Nc3ccc(C(F)(F)F)cc3)ccc2O[C@H]1CN(C)C(=O)Nc1ccc2c(c1)OCO2	0	6	1	0	-1	-5	.	.
CCCC(=O)Nc1ccc2c(c1)C(=O)N(C)C[C@@H](OC)[C@@H](C)CN(C(=O)C1CCCC1)[C@H](C)CO2	-4	23	-32	8	5	-6	2	3
COc1ccc2c3c([nH]c2c1)[C@H](CO)N(Cc1ccccc1F)CC31CCN(C(=O)C2CCCC2)CC1	14	-12	2	.	-1	.	.	-5
CN(C)C(=O)[C@@H]1[C@@H](CO)[C@@H]2Cn3c(ccc(-c4ccccc4F)c3=O)[C@H]1N2C(=O)c1ccncc1	-7	2	12	.	2	1	.	3
C[C@@H]1CN([C@H](C)CO)C(=O)Cc2cc(NC(=O)Cc3cn(C)c4ccccc34)ccc2O[C@@H]1CN(C)S(=O)(=O)c1ccc(F)cc1	-5	0	-20	-6	6	0	.	-13
COc1ccc(NC(=O)c2cc(-c3ccc(F)cc3OC(C)C)n[nH]2)c(OC)c1	-1	-4	1	-9	-1	-8	-6	11
Cc1ccccc1NC(=S)N(CCN1CCCCCC1)Cc1cccs1	16	5	-3	2	6	.	.	1
COc1ccc(NC(=O)CN(C)C(=O)CN2C(=O)NC3(CCCCC3)C2=O)cc1	4	-18	-2	0	2	-3	1	-3
CCN(Cc1ccccc1)C(=O)c1ccc(SC)cc1OC	2	-24	-17	.	-1	.	-6	-4
O=C(NCC1COc2ccccc2O1)C1(c2ccccc2)CCCC1 (centres undefined)	2	.	11	-8	3	.	-15	24
CNC[C@@H]1Oc2ccc(NC(=O)Nc3cccc4ccccc34)cc2C(=O)N([C@H](C)CO)C[C@@H]1C	0	20	137*	-3	0	0	.	-14
C[C@@H]1CCCCO[C@@H](CN(C)S(=O)(=O)c2ccccc2)[C@H](C)CN([C@@H](C)CO)C(=O)c2cc(NS(=O)(=O)c3cccs3)ccc2O1	-2	-11	0	-3	1	-4	-9	-7
COc1cccc(-c2cnc(C(O)c3ccc(F)cc3C)[nH]2)c1 (centres undefined)	12	-17	-4	-3	3	2	-6	7
CCCCc1cn([C@@H](CCCCNC(=O)OC(C)(C)C)C(=O)N2CCN(C(=O)OC(C)(C)C)CC2)nn1	9	3	-2	5	0	6	-13	-3
O=C(NCCS(=O)(=O)NCCc1ccccc1)c1ccccc1	-23	-10	0	-8	-5	-1	-4	-44
O=C(Cc1ccccc1)NCCS(=O)(=O)N1CCN(c2cccc(Cl)c2)CC1	-9	10	-6	.	-3	1	-1	7
O=C(O)c1cc(S(=O)(=O)N2CCCCC2)ccc1N1CCOCC1	-8	.	1	-4	-4	-2	0	1
COc1cc(C(=O)Nc2ccc(-c3nnc(-c4ccco4)o3)cc2)cc(OC)c1OC	.	.	.	-12	.	-3	5	-3
Cc1nn(C)cc1CN(C)C(=O)c1nn2c(c1Br)NC(c1cccs1)CC2C(F)(F)F (centres undefined)	-7	2	-7	13	2	.	5	7
COCCCNC(=O)CCc1nc(-c2ccccc2)no1	.	.	.	1	.	1	0	9
CCC(NC(=O)c1ccccc1NC(=O)c1ccccc1)C(=O)OC (centres undefined)	0	-12	-1	.	-5	.	2	-17
CCS(=O)(=O)Nc1ccc2c(c1)C(=O)N(C)C[C@H](OC)[C@H](C)CN(C(=O)C1CC1)[C@H](C)CO2	2	11	6	-5	1	-2	-7	-11
C[C@H](NC(=O)[C@@H]1[C@@H](CO)[C@@H]2Cn3c(cccc3=O)[C@H]1N2Cc1ccccc1)c1ccccc1	-2	17	8	.	2	3	.	.
O=C(CSc1nnnn1C1CC2C=CC1C2)Nc1ccc(C(=O)O)cc1 (centres undefined)	1	-21	-6	.	-3	.	2	-5
COC(=O)CNC(c1ccccc1)c1cc(Br)ccc1NC(C)=O (centres undefined)	6	-4	5	9	-5	.	3	12
O=C(/C=C/c1ccc([N+](=O)[O-])cc1)c1cccs1	-16	-16	0	-6	1	6	-5	-31
COC(=O)C1=NN(C(=O)c2cccc(Br)c2)C(O)(c2ccc(Cl)cc2)C1 (centres undefined)	16	1	-13	.	3	2	4	21
O=C(N/N=C/c1cccc([N+](=O)[O-])c1)c1ccccc1-n1cccc1	-12	-6	4	-20	1	.	1	21
C=C1CC(COc2ccc3c(C)c(Cl)c(=O)oc3c2)(c2ccccc2)OC1=O (centres undefined)	?	49*	0	19	0	.	8	100*
CCc1ccc(C(=O)COC(=O)C2=NN(c3ccccc3)C(=O)CC2)cc1	5	5	-2	0	1	.	13	1
CNS(=O)(=O)c1cccc(C(=O)OCC(=O)Nc2ccc(OC)cc2[N+](=O)[O-])c1	9	39	-6	.	5	3	-1	2
CN1CCN(C(=O)c2cc3c(c(-c4cccc(-c5ccccc5F)c4)n2)[C@H](CCO)N([S@@](=O)C(C)(C)C)C3)CC1	-2	-6	-30	-14	0	7	3	14
Cn1c(O)c(C(C#N)=C2N=c3ccccc3=N2)c2ccccc21	.	.	.	-72	.	-2	2	7
COc1ccc(C(=O)c2ccc([N+](=O)[O-])cc2)cc1S(=O)(=O)N1CCC(C(=O)O)CC1	-5	1	2	.	2	-2	3	-14
O=[N+]([O-])c1cc(Cl)c2cccnc2c1O	-12	18	-3	-12	3	.	11	-22
O=C(N[C@H]1CC[C@H](CCNS(=O)(=O)c2cccc(Cl)c2)O[C@H]1CO)c1ccccc1	1	2	-8	2	0	-2	.	14
CCN1CCN(Cc2ccc(C(=O)Nc3ccc(C)c(NCc4cnc(NC(=O)OC)cn4)c3)cc2C(F)(F)F)CC1	1&-3	12&7	0&-4	-33&-13	-3&-4	-1&-3	9&-2	-3&-20
CN(C)c1cc(N/N=C/c2ccccc2C(F)(F)F)nc(N(C)C)n1	-6	9	-2	.	-2	-2	-5	8
NC(=O)CN1CCN(S(=O)(=O)c2ccc(Br)cc2)CC1	9	9	2	3	-2	7	0	2
CO[C@H]1CN(C)C(=O)c2ccc(NC(=O)c3nc4ccccc4s3)cc2OC[C@@H](C)N(Cc2ccncc2)C[C@@H]1C	-6	7	-31	-10	-1	-1	11	7
Cc1ncc(CSc2nnnn2-c2ccccc2)c(N)n1	3	-2	-14	-5	-3	2	.	.
CC(C)c1cn(CC[C@H]2CC[C@@H](NS(=O)(=O)Cc3ccccc3)[C@@H](CO)O2)nn1	3	-5	-2	2	1	6	-1	1
O=C(Nc1cccc(S(=O)(=O)NC2=NCCC2)c1)c1ccccc1OC(F)F	-2	9	-4	.	3	-4	4	0
COc1ccc2c3c(n(C)c2c1)[C@H](CO)N(C(=O)Nc1ccc(F)cc1)CC31CCN(S(=O)(=O)c2cn(C)cn2)CC1	27	5	3	.	0	.	.	.
Cc1ccc(S(=O)(=O)NC(=O)NCc2ccco2)cc1	4	4	6	-8	-2	0	-11	10
COc1ccc(OC)c(/C=N/NC(=O)c2cc3c(OC)cccc3[nH]2)c1	-11	2	-5	.	11	.	10	34
COc1ccccc1CC(NC(C)=O)C(=O)NC1CCN(C(=O)Nc2ccccc2F)CC1 (centres undefined)	1	5	-5	-2	-7	4	-13	-6
Cc1ccc2nc(Cl)c(/C=N/NC(=O)c3ccccc3O)cc2c1	-7	-4	3	16	-3	2	-9	15
CO[C@@H]1CN(C)C(=O)c2ccc(NC(C)=O)cc2OC[C@H](C)N(C(=O)c2ccccn2)C[C@@H]1C	0	-17	7	-9	2	3	-4	-5
O=C(CCC(=O)Nc1ccccc1)NNC(=O)C(c1ccccc1)c1ccccc1	.	-3	.	6	.	-1	1	9
C[C@@H]1CN([C@H](C)CO)C(=O)c2cc(-c3ccc(F)cc3)cnc2O[C@H]1CN(C)C(=O)Nc1ccc(F)cc1	12	-17	.	-2	.	.	-4	.
CCc1ccc(NS(=O)(=O)c2ccc3[nH]c(=O)[nH]c3c2)cc1	-10	-31	2	-1	5	3	-5	17
